Peg3 promoter – reduces Peg3 promoter-driven luciferase expression in HeLa | HeLa PEG-Prom luciferase reporter, luminescence, overnight | inhibition, % at 20 µM | 360,000 compounds, 1.7% hits | AID 588405;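 active = inhibition of at least 50% at 20 µM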
CF NFkB block – blocks PAF-induced NF-kB reporter in cystic fibrosis cells; KKLEB NF-kB-GFP reporter, GFP fluorescence overnight; inhibition, % at 5 µM; 360,000 compounds, 0.86% hits;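 active = at least 50% inhibition at 5 µM, scaled per plate between neutral and stimulator controls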;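 note: PAF is a Pseudomonas aeruginosa culture filtrate used as stimulus; plate controls were PAF-stimulated DMSO wells for no effect and unstimulated DMSO wells for full effect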
Vif inh – inhibitors of HIV Vif; AID 602346; HEK293T cells, Vif self-association by quenched fluorescence, imaging, 24 h; inhibition, % at 7.49 µM; 340,000 compounds, 0.35% hits; in the data active = inhibition above about 50%, passing the limit was not always enough; inconclusive = no clear call, values can overlap the other calls; inactive = below about 31%; note: some results filed as inactive read as strong as hits
PDI turbidity – PDI (human) enzyme inhibition; 350,000 compounds, 0.052% hits; inhibition, % at 10 µM; PDI insulin aggregation turbidity, A650, 90 min; P07237;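 active = mean inhibition across replicates of 30% or more, whatever share of single replicates reach that level; inconclusive = mean inhibition below 30% while every single replicate reaches 30%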;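 note: absorbance from insulin aggregation driven by PDI reduction with DTT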
Target sequence (P07237 whole entry, looked up): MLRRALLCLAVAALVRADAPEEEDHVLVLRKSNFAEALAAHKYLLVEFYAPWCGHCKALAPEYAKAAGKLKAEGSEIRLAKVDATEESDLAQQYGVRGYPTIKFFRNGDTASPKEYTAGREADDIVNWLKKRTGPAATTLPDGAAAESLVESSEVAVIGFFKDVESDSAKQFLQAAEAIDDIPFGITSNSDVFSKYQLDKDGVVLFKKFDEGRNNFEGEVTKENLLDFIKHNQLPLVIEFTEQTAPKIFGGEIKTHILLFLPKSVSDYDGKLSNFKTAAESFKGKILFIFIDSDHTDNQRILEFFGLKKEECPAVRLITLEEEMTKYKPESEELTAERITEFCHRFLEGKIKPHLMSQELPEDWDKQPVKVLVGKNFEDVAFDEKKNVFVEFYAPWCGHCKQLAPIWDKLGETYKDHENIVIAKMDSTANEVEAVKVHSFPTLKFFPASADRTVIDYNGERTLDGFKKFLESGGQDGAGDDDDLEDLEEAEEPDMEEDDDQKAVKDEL
TRPM1 prom inh – MITF TRPM1 promoter inhibition in SK-MEL-5 cells; SK-MEL-5 TRPM1 promoter luciferase, 24 h; inhibition, % at 12.5 µM; 330,000 compounds, 0.83% hits;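 active = mean inhibition across replicates of 60% or more, whatever share of single replicates reaches that level; inconclusive = some that reach 60%, reason not given; inactive = mean inhibition across replicates below 60%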; note: values of inactives mirror those of a sister screen read the other way
NR2E3 ag-1 – NR2E3 (human) agonism. inhibition of corepressor binding, % at 4.78 µM. 320,000 compounds, 0.12% hits. GST-NR2E3/biotin-RetCOR TR-FRET, 1536-well. Q9Y5X4. AID 2300;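 active = percent inhibition above the cutoff of mean plus 3 SD of all tested compounds, set per screening campaign, cut at about 20% in these data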;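 note: 0% = DMSO wells and 100% = biotin wells as full block of FRET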
Target sequence (Q9Y5X4 whole entry, looked up): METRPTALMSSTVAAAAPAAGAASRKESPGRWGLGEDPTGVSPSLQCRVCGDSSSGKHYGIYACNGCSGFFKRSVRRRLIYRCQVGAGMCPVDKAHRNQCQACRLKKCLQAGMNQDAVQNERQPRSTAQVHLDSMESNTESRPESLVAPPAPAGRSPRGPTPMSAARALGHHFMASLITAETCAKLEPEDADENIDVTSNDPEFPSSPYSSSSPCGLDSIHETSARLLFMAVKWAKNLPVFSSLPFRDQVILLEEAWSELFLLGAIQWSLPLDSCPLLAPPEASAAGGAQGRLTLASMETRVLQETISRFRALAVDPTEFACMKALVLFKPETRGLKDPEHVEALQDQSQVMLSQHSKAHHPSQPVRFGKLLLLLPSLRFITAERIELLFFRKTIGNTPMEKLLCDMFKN
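system = GST-tagged NR2E3 plus biotinylated RetCOR corepressor | input = 1.35 nM GST-NR2E3 | also added = 7 nM biotin-RetCOR | schedule = 5 h incubation at 4 °C | measured by = TR-FRET with europium anti-GST and streptavidin-D2, 340 nm excitation | read-out = percent loss of FRET ratio relative to control wells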
NR2E3 ag-2 – activates human NR2E3 receptor. Q9Y5X4. 360,000 compounds, 0.35% hits. CHO-S Gal4-NCOR/VP16-NR2E3 two-hybrid, luciferase. inhibition of corepressor binding, % at 3.98 µM. AID 602229;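 active = inhibition above the mean of all tested compounds plus 3 SD, cut at about 70% in these data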;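 note: 0% = DMSO with NR2E3 transfected cells and 100% = cells lacking NR2E3 construct; higher means lower luciferase signal from less NR2E3 corepressor binding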
Shn3 inh set2 – reduces Shn3 3'UTR luciferase signal in osteoblasts; inhibition, % at 12.5 µM; Clone20 osteoblast Shn3 3'UTR firefly luciferase, 24 h; 360,000 compounds, 0.52% hits;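 active = mean inhibition of at least 75% with every replicate also reaching 75%; inconclusive = mean inhibition at least 75% but some replicate below; inactive = mean inhibition below 75%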;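 note: 0% = median of neutral control wells and 100% = pilot-screen positive control compound; some compounds past the cut are filed as inactive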
HIF-2a block – HIF-2a inhibition. 360,000 compounds, 0.72% hits. 786-0 RCC cells HIF-2a reporter, luciferase luminescence, overnight. AID 624352. inhibition, % at 18.8 µM;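 active = inhibition of the luminescence signal of 40% or more relative to plate controls, in a single-dose primary screen at 18.75 µM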
KKLEB tox – counter-screen for CF NF-kB inhibitors: cytotoxicity; KKLEB CF airway cells viability, ATPlite luminescence, overnight; active compounds read low; cells stimulated with P. aeruginosa culture filtrate; activity change (cytotoxicity), % at 5 µM; 360,000 compounds, 0.36% hits; AID 602141;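 active = corrected activity change at or below -50% at 5 µM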
CaV13 ICDI inh – Primary screen for inhibitors of IQ motif and Ca2+-dependent inactivation inhibitor domain binding in CACNA1D, Förster resonance energy transfer in living cells, …; HEK cells, CFP/YFP FRET ICDI-IQ, plate reader, 10 min; percent FRET-ratio fall versus neutral wells; inhibition, % at 12.3 µM; 340,000 compounds, 0.098% hits; AID 743397;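 active = mean replicate inhibition of at least 30% and at least 1% of replicates passing that level; inconclusive = only one of the two criteria is met; inactive = neither criterion is met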;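 note: 0% = median of the neutral control wells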
Numbers without * were called inactive; ? = inconclusive; · = not tested or not shown. An unsorted share of the library (roughly 3.3% active in at least one column).

mol	Peg3 promoter	CF NFkB block	Vif inh	PDI turbidity	TRPM1 prom inh	NR2E3 ag-1	NR2E3 ag-2	Shn3 inh set2	HIF-2a block	KKLEB tox	CaV13 ICDI inh
Cc1oc(-c2ccccc2Cl)nc1CS(=O)(=O)CC(=O)NC1CCCC1	5.0	-1.9	?	·	·	5.2	-23.8	-6.3	-0.1	19.9	-4.8
Cc1nn(Cc2cccc(C(=O)NC3CCCCC3)c2)c(C)c1Cl	-19.6	4.1	·	12.6	-2.5	3.3	-4.9	0.0	-73.4	2.2	·
COc1ccccc1/C=N/OCc1cc(C(C)=O)ccc1OC	6.0	-3.8	-3.1	-0.3	-16.0	1.6	1.6	7.9	-6.5	-5.3	-6.4
CC1CCN(S(=O)(=O)c2ccc3c(c2)c(=O)c(C(=O)NCc2cccs2)cn3C)CC1	16.8	13.6	-4.5	10.4	12.3	2.1	4.6	9.4	22.3	-18.1	-7.5
O=C(CCc1ccc(O)c(O)c1)N/N=C/c1ccc2c(c1)OCO2	2.8	-35.0	9.9	6.8	2.0	-0.5	-11.6	4.9	8.0	4.8	·
CC(Oc1ccc(Cl)cc1Cl)C(=O)N(C)c1ccccc1 (configuration not stated)	30.0	-15.6	-13.1	-3.5	19.8	-1.5	20.7	8.8	1.4	0.6	-4.9
Fc1ccc(-n2cc(CNCCc3ccncc3)c(-c3ccccc3Cl)n2)cc1	8.1	-4.6	-0.2	-2.4	6.5	3.6	-7.3	2.1	17.8	9.4	6.4
CCN(CC)c1ccc(/C=N/n2c(C)nc3ccccc3c2=O)cc1	20.7	-8.7	-5.8	2.0	8.8	-5.0	-35.9	5.8	-32.7	-6.5	-19.4
C#CCn1c(=NC(=O)c2ccc(Br)s2)sc2cc(NC(C)=O)ccc21	19.6	21.0	1.6	-1.1	8.1	-0.5	-0.6	-1.7	6.4	-0.3	-17.7
COc1ccc(CNC(=O)C2CCCN(S(=O)(=O)c3ccc(-n4cnnn4)cc3)C2)cc1 (configuration not stated)	-6.5	-2.8	2.3	-2.7	4.5	8.4	4.1	19.4	-2.9	15.6	-4.6
COc1cccc(/C=N/NC(=O)c2[nH]c(C)c(C(=O)N/N=C/c3cccc(OC)c3O)c2C)c1O	13.2	-30.7	2.2	4.0	9.7	1.7	32.0	27.8	-53.1	-12.6	-7.8
COC(=O)[C@]1(CC(C)C)N[C@H](c2ccc(-c3ccc(F)cc3)c(OC)c2)[C@@H]2C(=O)N(C)C(=O)[C@@H]21	4.3	6.6	-5.1	-2.9	-0.7	3.6	-5.0	4.1	-5.4	-24.0	-6.5
Cc1cc(C)n2nc(CC(=O)NC3CCCCCCC3)nc2n1	24.6	6.9	0.3	-4.0	1.5	4.7	10.2	5.5	25.5	5.4	-7.7
CN1C(=O)[C@H]2[C@@H](/C=C/c3ccccc3)N3C(=O)CN(Cc4ccccn4)C(=O)[C@@]3(C)[C@H]2C1=O	-6.5	3.2	2.5	-5.6	9.5	3.3	8.3	2.4	14.0	2.1	-10.9
COc1cccc(C(=O)Nc2cc(C(=O)NCc3ccc(C)cc3)ccc2N2CCC3(CC2)CC(c2ccccc2)=NO3)c1	6.0	23.1	1.0	-0.4	9.1	6.9	-55.0	11.8	6.2	-32.9	-5.3
Cc1nc(N)c(C#N)c(-c2ccc3c(c2)OCO3)c1C	17.2	18.1	-3.4	-5.7	4.4	·	-28.3	19.2	14.9	-17.4	-2.9
COc1cccc(OC)c1C(=O)Nc1cc(Cl)ccc1N1CCOCC1	9.1	5.9	13.2	0.1	0.6	-5.2	9.2	14.4	11.2	-6.6	·
Cc1c(CNC(=O)c2nn3c(c2Cl)NC(c2ccccc2)CC3C(F)(F)F)cnn1C (configuration not stated)	15.4	6.2	-9.5	5.9	10.6	-1.1	-0.3	28.8	14.0	-2.3	-4.4
CCCS(=O)(=O)NC(=O)C1(C)CCN(C(=O)c2cc(C)nn2C(C)(C)C)C1 (configuration not stated)	0.5	0.1	12.4	4.6	·	·	0.2	-6.4	11.2	-5.0	-6.8
Cc1ccc(C)c(Cn2c(C(=O)OC(C)C)cc3c2ccn3C)c1	23.0	8.6	·	6.9	9.9	-0.8	-13.8	-1.4	2.8	2.1	-4.9
O=C1S/C(=C\c2ccc(N3CCOCC3)o2)C(=O)N1Cc1ccc(F)cc1	5.3	-5.7	7.7	0.5	6.0	0.6	8.1	-2.4	-20.8	-23.3	·
COC(=O)c1ccccc1C(=O)N1CCC(CCC(=O)NC2CC2)CC1	-9.5	-33.8	-4.6	0.8	3.4	0.1	-4.0	-9.9	0.1	9.3	-2.8
COc1ccc(Cl)cc1S(=O)(=O)Nc1noc2ccccc12	-2.4	16.1	2.9	-7.9	6.8	-3.0	15.1	11.9	17.9	1.7	-18.2
O=C(O)COc1c(-c2ccc(Cl)cc2)oc2ccccc2c1=O	5.4	-34.8	1.8	-2.0	7.7	2.8	4.7	6.1	16.5	-6.1	1.7
c1ccc(CN2CCOCCOCCOCC2)cc1	-3.6	5.0	-2.4	1.1	-7.1	1.1	3.1	-5.8	14.7	-25.1	-4.1
Cc1cc(Nc2ccccc2)n(-c2ccccc2)n1	-9.4	-2.5	-2.2	-9.0	-10.4	3.4	-1.2	-12.3	12.5	-1.5	-0.5
COc1ccccc1CN1CC(C(=O)NCCn2nc(C)cc2C)CCC1=O (configuration not stated)	11.7	-4.4	4.2	4.2	3.0	·	-1.4	-10.9	-4.0	-6.2	-7.2
CCCOC(=O)c1ccc(NC(=O)c2cc(Cl)ccc2OC)cc1	-26.9	-17.8	1.3	-21.3	4.4	-3.5	-29.4	9.6	8.7	12.1	-1.9
CCN(CC)C(=O)Cn1c(=O)n(Cc2ccccc2Cl)c2c1c(=O)n(C)c(=O)n2C	13.8	10.6	·	0.8	5.8	2.2	-2.0	-17.7	5.8	-4.0	-8.6
N#CC(=C(O)CN1CCN(c2ccccc2F)CC1)c1nc(-c2ccccc2)cs1	30.2	4.8	-6.5	18.2	3.1	·	57.3	0.4	17.9	0.7	-6.4
COc1ccccc1C(=O)N1CCCN(C(=O)c2ccccc2OC)CC1	9.7	13.2	-0.4	5.7	6.2	3.5	11.4	-0.5	13.6	2.2	-5.6
COc1ccc(-c2ccc(OC)c([C@H]3[C@H]4C=CC[C@@H](C)[C@@H]4C(=O)N3Cc3ccccc3)c2)cc1	3.5	33.0	-1.0	-7.4	2.7	-0.3	0.1	22.4	15.1	-30.7	-4.2
NC(=O)c1ccccc1NC(=O)CCCN1C(=O)CCC1=O	-175.0	-28.4	-3.3	-1.0	8.3	3.6	5.8	-2.4	13.6	10.7	-1.8
CC(=O)N1c2ccc(S(=O)(=O)N3CCCCC3)cc2CC1C(=O)NCc1cccc(Cl)c1 (configuration not stated)	9.2	-15.2	1.4	-18.4	-3.6	1.5	0.2	-4.8	3.0	12.8	-2.2
COc1ccc(NC(=O)CN(C)S(=O)(=O)c2ccc3[nH]c(=O)oc3c2)cc1	10.5	-3.2	-10.9	-1.7	6.4	4.1	-21.8	0.8	10.9	11.9	-2.7
COc1ccc(/C=N/N=C/c2ccc(OC)c(O)c2)cc1O	-23.8	-7.5	1.7	-5.1	-3.9	0.6	4.9	-2.7	-15.7	2.7	-4.4
CCOc1ccc(NC(=O)CSc2nnc(-c3ccccc3)n2N)cc1	-4.4	8.6	-0.9	3.3	5.3	-3.1	-3.3	-9.0	-21.6	-13.7	·
Cc1ccc(C)c(NC(=S)/C(=C(\[O-])c2ccc(OC(F)F)cc2)[n+]2ccccc2)c1	6.6	1.4	-4.7	7.8	3.4	-0.8	-8.1	7.4	12.4	-8.9	-2.0
Cc1ccc(C)c(OCc2nc(-c3cccnc3)no2)c1	-93.8	8.4	·	-7.3	-34.5	0.1	-22.0	-5.9	-122.0	6.2	-8.2
COc1ccc(-c2nc(NC(=O)Cn3c(=O)oc4ccccc43)sc2C)cc1	22.5	-4.7	2.4	21.7	10.1	-0.2	-20.2	39.3	2.1	2.0	-2.8
O=C(CNS(=O)(=O)c1ccccc1)NNC(=O)C(Cl)Cl	18.2	-7.0	2.2	4.9	-14.4	0.0	-14.1	-10.8	10.1	0.3	-5.4
O=C(COC(=O)C1CCC1)c1c[nH]c2ccccc12	-3.0	7.1	-0.9	0.6	11.4	1.2	-9.2	-111.5	17.2	-13.0	-5.4
O=C(NCCc1ccc(F)cc1)C1CCN(C(=O)Nc2ccccc2)CC1	10.6	-12.2	23.4	-10.5	7.8	-3.4	-8.7	0.3	-2.0	-6.0	-2.0
CCN(CC)c1ncnc2c1cnn2Cc1ccc(Cl)cc1	20.8	-10.2	0.4	1.8	-19.2	2.0	-5.0	19.1	-6.8	-3.9	-7.0
O=C(O)C1(c2ccccc2)CCC(Nc2ccccc2)C1 (configuration not stated)	16.1	-11.4	6.2	1.2	14.2	-0.6	-19.9	-4.5	8.9	5.3	-1.9
Nc1cccc(S(=O)(=O)Nc2ccccc2)c1	17.5	7.2	-1.5	-2.9	4.0	0.3	-17.1	0.2	19.4	-5.6	-0.2
CCNC(=O)N1CCNC(=O)C1CC(=O)OC (configuration not stated)	-4.0	-0.6	-0.7	8.7	8.8	2.8	-16.2	-8.1	14.8	-3.5	-4.0
NC(=O)c1ccc(NC(=O)C2CC(=O)N(c3ccc4c(c3)OCCO4)C2)cc1 (configuration not stated)	0.6	5.5	-4.3	2.1	-0.9	0.4	-2.6	18.8	3.4	-0.2	-2.0
COc1ccc(NC(=O)N2CCOCC2)cc1OC	14.7	6.2	1.4	-4.6	1.2	-3.4	-24.9	-6.6	-0.1	5.2	-4.1
CCn1c2ccccc2c2cnc(N=CN(C)C)c(C#N)c21	-16.2	33.1	-16.1	5.4	5.6	5.0	-52.4	16.9	3.4	1.7	-0.9
CCOc1cc(C(=O)NC(C)CCc2ccccc2)cc(OCC)c1OCC (configuration not stated)	21.3	-5.7	8.0	-16.3	-17.4	5.1	-16.4	0.0	17.6	6.5	-4.5
C=Cc1ccc2c(c1)OCCOCCOCCOCCOCCO2	8.0	-2.5	-9.5	-7.0	14.2	2.4	0.6	10.3	22.6	1.0	-4.3
O=C(NCCS(=O)(=O)N1CCN(c2ccccc2)CC1)C1CC(=O)N(c2ccc(F)cc2)C1 (configuration not stated)	9.1	3.9	-1.5	-8.2	7.5	1.2	-27.8	-1.1	-7.6	1.2	-7.5

Screening results (PubChem BioAssay)
